HP1b chromo inh = inhibitors of HP1-beta chromodomain binding to methylated histone tails; Potency, µM (series often up to 114 µM), for the others: at the highest dose activity change, negative = inhibition, usual class: inhibitors; AlphaScreen HP1-beta / biotin-H3K9me3 peptide binding; AID 540317; P83916; actives 0.56% (n = 390,000); note: nearly all actives have a fitted effect of over 70% in size; inactives centre near 23
Target sequence (P83916 whole entry, looked up): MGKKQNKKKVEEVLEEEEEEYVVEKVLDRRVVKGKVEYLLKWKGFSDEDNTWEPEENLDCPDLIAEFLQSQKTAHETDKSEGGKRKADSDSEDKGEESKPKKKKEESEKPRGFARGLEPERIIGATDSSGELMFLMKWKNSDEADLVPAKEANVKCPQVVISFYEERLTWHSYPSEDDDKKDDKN
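HP1-beta protein (50 nM final) preincubated 30 min at room temperature with biotinylated H3(1-18)K9me3 peptide (50 nM) in PBS pH 7.4, 0.01% Tween-20, then compound added for 30 min. AlphaScreen streptavidin donor/nickel chelate acceptor beads (10 ug/mL final), 30 min dark, luminescence read.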
ALOX12 inh = inhibitors of human 12S-lipoxygenase ALOX12; P18054; purified 12hLO, xylenol orange hydroperoxide absorbance; Potency, µM (titrated, usually from 108 µM), for inactives: at the highest dose activity change, negative = inhibition, usual class: inhibitors; actives 1.1% (n = 580,000); AID 1671190; note: % is set by controls: 0 for no effect and ±100 for the full control effect
Target sequence (P18054 whole entry, looked up): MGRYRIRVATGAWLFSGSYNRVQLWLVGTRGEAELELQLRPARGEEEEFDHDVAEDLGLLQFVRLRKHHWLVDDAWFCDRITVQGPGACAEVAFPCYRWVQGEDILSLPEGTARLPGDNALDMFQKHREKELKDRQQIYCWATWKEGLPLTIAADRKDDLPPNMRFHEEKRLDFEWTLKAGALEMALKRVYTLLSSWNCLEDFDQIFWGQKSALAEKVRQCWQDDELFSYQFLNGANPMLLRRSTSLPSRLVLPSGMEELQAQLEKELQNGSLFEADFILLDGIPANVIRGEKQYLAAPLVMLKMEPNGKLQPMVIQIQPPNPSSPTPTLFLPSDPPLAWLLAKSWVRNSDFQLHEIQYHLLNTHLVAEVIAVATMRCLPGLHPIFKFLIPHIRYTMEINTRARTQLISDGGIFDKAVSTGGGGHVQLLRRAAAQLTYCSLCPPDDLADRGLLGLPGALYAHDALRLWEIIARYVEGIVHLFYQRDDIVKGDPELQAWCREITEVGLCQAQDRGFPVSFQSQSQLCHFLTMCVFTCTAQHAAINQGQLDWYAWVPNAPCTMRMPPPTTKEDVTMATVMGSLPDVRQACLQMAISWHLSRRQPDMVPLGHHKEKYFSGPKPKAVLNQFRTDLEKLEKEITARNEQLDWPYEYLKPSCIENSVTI
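Purified human 12hLO at 150 nM in 25 mM Hepes, 0.01% Triton X-100, pH 7.0, preincubated 15 min at room temperature with compound. Reaction started with 40 uM arachidonic acid, 30 min at room temperature. Hydroperoxide measured by Fe-xylenol orange, 573/405 nm absorbance ratio.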
rTrxR1 inhibitor = blocks rat thioredoxin reductase 1; O89049; Potency, µM (highest dose often 114 µM), inactives show at the top dose activity change, negative = inhibition, most hits filed as inhibitors; AID 588453; actives 1% (n = 390,000); recombinant rTrxR1, NADPH fluorescence consumption, selenite substrate; note: % is set by controls: 0 for no effect and ±100 for the full control effect; nearly all actives have a fitted effect of over 65% in size
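Rat TrxR1 (90 nM in the dispensed reagent) was pre-reduced with 400 uM NADPH for 5 min at room temperature, then incubated with compound for 15 min. After 400 uM selenite was added, NADPH fluorescence (Ex 340/Em 450 nm) was followed for 8 min.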
PGK inhibitor = T. brucei PGK inhibition; Potency, µM (highest dose often 57.5 µM), for the others: at the highest dose activity change, negative = inhibition, usual class: inhibitors; actives 0.043% (n = 380,000); PGK/GAPDH coupled, Kinase-Glo luminescence, 60 min; P07378; AID 602233; note: % is set by controls: 0 for no effect and ±100 for the full control effect; nearly all actives have a fitted effect of over 60% in size
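Luminescent ATP detection (Kinase-Glo Plus) follows a 60-minute room-temperature incubation, with wells lacking PGK as controls. Buffer: 100 mM TEA (pH 7.6), 5 mM MgCl2, 0.01% Tween-20. Coupling enzyme GAPDH (100 nM final) supplies unstable 1,3-BPG in-well.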
ERG Ets-DNA blk = blocks human ERG Ets domain binding to DNA. P11308. fluorescence polarization, His-ERG Ets domain / labelled DNA. Potency, µM (top dose mostly 76.9 µM), inactives show top-dose FP activity, negative = inhibition, actives largely listed as inhibitors. actives 0.028% (n = 370,000); active = well fitted inhibition curve with a large enough effect in the polarisation, with a control signal flat; inconclusive = small, poorly fitted or top-dose-only effect, or effect the other way, or a change in a side signal; inactive = no such curve, though single readings can be large or run the other way; the % refers to the polarisation;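 note: polarization taken with two DNA probes labelled with fluorescein and Texas red; % of control where 0% means no effect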
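His-tagged ERG Ets domain (1 uM in the protein solution; 300mM KCl, 50mM Tris-HCl, 1mM EDTA, 1mM DTT, pH 7.5) received compound, then a probe mix of 5 nM fluorescein-DNA and 100nM Texas-615-DNA. Fluorescence polarization was read for both dyes.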
GLS inh = inhibitors of human glutaminase (GLS); AID 624170; actives 0.21% (n = 410,000); GLS enzymatic activity, qHTS titration; O94925; Potency, µM (top dose mostly 45.5 µM), without a hit: at the top dose activity change, negative = inhibition, hits mostly inhibitors; note: % is set by controls: 0 for no effect and ±100 for the full control effect
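hKGA in 45 mM KH2PO4 pH 8.2, 0.02% Tween-20 with pin-transferred compounds; 1 mM L-glutamine (stock) plus glutamate oxidase/HRP/Amplex Red coupling added. Fluorescence read initially and after 30 min at RT.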
RGS4 inhibitor = blocks human RGS4-accelerated GTP hydrolysis; Potency, µM (series often up to 114 µM), without a hit: at the highest dose activity change, negative = inhibition, actives largely listed as inhibitors; actives 0.039% (n = 390,000); P49798; Transcreener GDP fluorescence polarization, RGS4-accelerated GTP hydrolysis; note: % is set by controls: 0 for no effect and ±100 for the full control effect; nearly all actives have a fitted effect of over 75% in size; some results filed as inactive show a strong effect at the top dose
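MLSMR compounds (23 nl, pin-transferred) preincubated 10 min at room temperature with a 500nM (2x) first reagent, then RGS4 at 900nM (2x) plus Transcreener GDP mix added; fluorescence polarization (620/688 nm) read before and after 90 min at 30 °C.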
JMJD2A Tudor inh = inhibitors of human JMJD2A Tudor domain. AID 504339. actives 4.4% (n = 390,000). Potency, µM (titrated, usually from 114 µM), for the others: at the highest dose activity change, negative = inhibition, usual class: inhibitors. AlphaScreen JMJD2A-Tudor / H3K4me3 peptide binding; note: % is set by controls: 0 for no effect and ±100 for the full control effect; nearly all actives have a fitted effect of over 50% in size
Pin1 inhibitor = inhibitors of human Pin1; Potency, µM (series often up to 115 µM), for the others: top-dose activity, negative = inhibition, actives largely listed as inhibitors; Pin1 FP peptide displacement, HiFluor488, 10 min; Q13526; actives 0.009% (n = 390,000); active = well fitted inhibition curve with a large enough effect in the polarisation, with a control signal flat, not every such curve was filed as active; inconclusive = small, poorly fitted or top-dose-only effect, or effect the other way, or a change in a side signal; inactive = no such curve, though single readings can be large or run the other way; the % refers to the polarisation; note: % is set by controls: 0 for no effect and ±100 for the full control effect
Target sequence (Q13526 whole entry, looked up): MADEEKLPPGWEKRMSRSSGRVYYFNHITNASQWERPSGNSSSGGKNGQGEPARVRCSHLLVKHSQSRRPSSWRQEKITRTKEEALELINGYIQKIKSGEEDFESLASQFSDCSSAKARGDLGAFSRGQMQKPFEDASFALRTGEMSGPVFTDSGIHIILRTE
Numbers without * were called inactive; i = inactive; ? = inconclusive; nt = not tested or not shown; [ ] = remark or other dose. Unless noted, calls come from the whole dose curve; as a rule, active = well fitted curve in the direction sought with a large enough effect; inconclusive = small, poorly fitted or top-dose-only effect, or another doubt; inactive = no such curve, though single readings can be large; an effect the other way counts as inactive or inconclusive. Potency is the fitted concentration of half-maximal effect. Only part of the results is shown; rates above refer to the full screens.

SMILES | HP1b chromo inh | ALOX12 inh | rTrxR1 inhibitor | PGK inhibitor | ERG Ets-DNA blk | GLS inh | RGS4 inhibitor | JMJD2A Tudor inh | Pin1 inhibitor
Cc1cc(Cl)c(S(=O)(=O)N2CCCC2)cc1OCC(N)=O | 22.3% | 17.2% | 0.4%[57.1 µM] | -0.7% | 4.1% | 5.0% | 8.9% | -5.4% | 1.5%
Cc1cc(=O)n(CC=C(Cl)Cl)c2ccccc12 | 71.6%[activator] | 0.0% | -8.4% | -6.0% | -2.9% | -10.3% | -6.2%[56.9 µM] | -2.3%[57.1 µM] | 3.3%
COc1ccccc1N1CCN(c2ncnc3c2nnn3C)CC1 | 39.6%[activator] | -13.4% | 29.4%[57.1 µM] | -6.1% | 9.0% | 22.3% | -25.3% | -22.1% | 0.7%
CC(C)N(Cc1nc(-c2ccc(Cl)cc2)no1)Cc1nccn1C | 9.3% | 2.0% | 19.4% | 0.1% | -3.9% | 1.6% | 20.7% | -28.4% | -6.9%
COCCCN(C(=O)c1ccc(N2CCCC2=O)cc1)c1c(N)n(Cc2ccccc2)c(=O)[nH]c1=O | 9.3% | 10.3% | 8.4% | -10.6% | 1.3% | 4.5% | 2.3% | -11.6% | 1.8%
Cc1cc(C)c(O)c(-c2cc(C(=O)Nc3ccc(S(=O)(=O)N4CCOCC4)cc3)[nH]n2)c1 | 10.6% | 18.0% | 21.5%[57.1 µM] | -3.4% | -2.0% | 21.6% | 15.6% | ? | ?
CCOC(=O)c1[nH]c2ccccc2c1NC(=O)C(CC)CC | 32.1% | 7.4% | 21.4% | -10.3% | -6.6% | -0.6% | 6.8% | -8.5% | 1.2%
O=C(Cn1nnc(-c2ccc(S(=O)(=O)N3CCCC3)cc2)n1)NCC1CCCO1 (configuration not stated) | 48.4%[activator] | -17.2% | 8.4% | i | 1.8% | -1.1% | -23.1% | -5.8% | 2.0%
COc1ccc(CCN2C(=O)CC(C(N)=O)SC2=Nc2ccccc2)cc1OC (configuration not stated) | 14.3% | 4.5%[57.4 µM] | 5.2% | -4.1% | nt | 4.6% | -1.3% | -5.7% | -2.2%
CCOc1ccccc1C(=O)NCC(=O)OCCOc1cccc(Cl)c1 | 46.5%[activator] | 0.3% | 2.1% | 3.0% | -12.9% | 0.0% | -29.6% | 4.5% | 4.5%
CC(=O)c1c(C)[nH]c(C2=NNC(=NC(C)(C)C)SC2)c1C | 27.0% | -11.2% | 5.9%[57.1 µM] | -1.9% | -2.6% | -2.8% | -41.6% | -14.6% | -3.0%
Cc1ccnc(NC(=O)CNC(=O)c2cccs2)c1 | -17.2% | -0.9% | 15.8% | -2.0% | -8.0% | -1.4% | -11.2% | -13.3% | -9.8%
O=C(CN1C(=O)NC2(CCCc3ccccc32)C1=O)Nc1ccccc1OC(F)F (configuration not stated) | 22.7% | 361.7%[activator] | 4.1% | 2.9% | -6.7% | 9.5% | 5.9% | -13.4% | -2.7%
O=C(COc1ccccc1[N+](=O)[O-])N1CCC(c2nc3ccccc3o2)CC1 | 29.9% | ? | 24.5% | -3.4% | -1.9% | 4.2% | -1.9% | -2.3% | 2.9%
CCCN1CCC(=NNC(=O)CSc2cc(C)c(Br)cc2C)CC1 | 35.7% | -7.0% | -10.9% | -7.1% | -5.8% | 12.3% | -31.4% | -10.6% | 1.2%
CSc1nc(NC(C)(C)C)nc(N2CCOCC2)n1 | 58.0% | 0.0% | 8.4%[57.1 µM] | -1.5% | 3.3% | -15.1% | -11.8% | 7.4% | -0.2%
Cn1c(SCC(=O)N/N=C/c2ccccn2)nnc1-c1ccccc1 | 26.0% | 20.6% | 17.9%[57.1 µM] | -1.7% | 1.4% | -12.1% | 4.0% | -19.3% | -4.2%
CCOC(=O)c1c(C)nc2ccc(C)cn12 | 14.8% | -14.8% | -2.3% | 1.6% | -10.7% | 17.4% | 16.5% | 3.2% | 2.7%
C/C(=N\O)c1ccc2[nH]ccc2c1 | 10.0% | 0.0% | -1.1% | 4.6% | 9.6% | 23.3% | 4.5% | -14.5% | 6.3%
NS(=O)(=O)c1ccc(NC(=S)N2CCCC2)cc1 | 19.1% | 374.8%[activator] | 8.2% | -5.9% | 1.3% | 2.0% | 23.9% | 0.7% | -5.3%
CC1=C(c2ccc(Cl)cc2)S(=O)(=O)N=C1N1CCN(c2cc(C)ccc2C)CC1 | 72.3%[activator] | -17.3% | 14.8% | -10.5% | -1.9% | 2.0% | -19.3% | -15.2% | 7.3%
Cc1ccc(-c2nnc(N3CCCCC3)c3ccccc23)cc1 | 39.2%[activator] | ? | 19.8% | -6.2% | -10.6% | 25.7% | -5.1% | -9.1% | -4.5%
O=C1c2ccccc2NC(c2ccccc2)N1NS(=O)(=O)c1ccccc1 (configuration not stated) | 2.8% | ? | 1.7%[57.1 µM] | 2.3% | 1.4% | 8.8% | -7.2% | -2.8% | -1.5%
Cc1ccc(C)c(N2CCN(c3nc4ccc(C(=O)c5ccccc5)cc4n4cnnc34)CC2)c1 | 21.6% | 3.4% | 8.9% | -6.7% | -4.0% | -11.4% | 2.9% | -0.3% | 8.8%
O=c1c2cn[nH]c2nc(SCc2ccccc2F)n1-c1ccc(Br)cc1 | 5.6% | -9.5% | 12.7%[57.1 µM] | 3.5% | 19.3% | -7.4% | 1.9% | ? | 15.1%

Pulled by structure from the entries so far:
SMILES | HP1b chromo inh | ALOX12 inh | rTrxR1 inhibitor | PGK inhibitor | ERG Ets-DNA blk | GLS inh | RGS4 inhibitor | JMJD2A Tudor inh | Pin1 inhibitor
COCCCN(C(=O)c1ccc(N2CCCC2=O)cc1)c1c(N)n(Cc2ccccc2)c(=O)[nH]c1=O | 9.3% | 10.3% | 8.4% | -10.6% | 1.3% | 4.5% | 2.3% | -11.6% | 1.8%
Cc1cc(Cl)c(S(=O)(=O)N2CCCC2)cc1OCC(N)=O | 22.3% | 17.2% | 0.4%[57.1 µM] | -0.7% | 4.1% | 5.0% | 8.9% | -5.4% | 1.5%
Cc1ccnc(NC(=O)CNC(=O)c2cccs2)c1 | -17.2% | -0.9% | 15.8% | -2.0% | -8.0% | -1.4% | -11.2% | -13.3% | -9.8%

Continued.
SMILES | HP1b chromo inh | ALOX12 inh | rTrxR1 inhibitor | PGK inhibitor | ERG Ets-DNA blk | GLS inh | RGS4 inhibitor | JMJD2A Tudor inh | Pin1 inhibitor
CC(C)(C)c1cc(CCC(=O)N2CCNCC2)c(C(C)(C)C)cc1O | 17.2% | 11.4% | ? | -3.6% | 0.2% | -9.2% | 9.3%[56.9 µM] | -29.8%[57.1 µM] | -0.9%
c1csc(C2=Nn3c(nnc3-c3ccncc3)SC2)c1 | -14.6% | ? | 5.0% | i | -5.5% | -7.2% | -52.3% | -27.2% | 11.1%
CCCCNC(=O)OCC(CC)NC(=O)OC(C)C (configuration not stated) | 36.2% | -2.5% | -5.5% | -3.6% | 0.4% | -1.4% | -0.1% | -4.3% | -6.1%
Cc1cccc(C)c1NC(=O)c1oc2c(c1C)-c1nn(Cc3ccccc3)cc1CC2 | 2.2% | -22.4% | 24.6% | -5.2% | -0.3% | -8.1% | 25.4% | -7.6% | 2.1%
CCCCc1ccc(Nc2nc(N3CCOCC3)nc(N3CCOCC3)n2)cc1 | 38.4% | -22.8% | 11.4% | 5.7% | 7.8% | 1.1% | -40.8% | -13.5% | ?
C=CCSc1nc(O)c(CC)c(=O)n1C(C)CC (configuration not stated) | 17.2% | 4.7% | 12.3% | -8.5% | 0.9% | -11.3% | -26.5% | -14.6% | 13.0%
O=C(CCC(=O)N(CC(=O)NC1CCCCC1)c1ccc(F)cc1)Nc1ccccn1 | 50.7%[activator] | 0.2% | 5.9%[57.1 µM] | 0.2% | 7.7% | 5.3% | 21.0% | -8.0% | 4.6%
CC1CN(C(=O)N2CCC(C(=O)NCCCc3ccccc3)CC2)c2ccccc2O1 (configuration not stated) | 47.8%[activator] | 13.5% | 10.4% | 0.6% | 5.1% | -5.2% | 12.4% | -5.3% | -1.2%
CCOC(=O)C1CCN(C(=O)c2cccc(C(=O)N3CCC(C(=O)OCC)CC3)c2)CC1 | 8.8% | 0.2% | 27.9% | -0.2% | -7.2% | -11.1% | -3.0% | 5.1% | -5.3%
C/C(=N\OCC(=O)Nn1c(=O)[nH]c2ccccc2c1=O)c1ccccc1 | 46.1% | -1.1% | -35.9% | -9.8% | nt | 1.5% | 20.3% | -5.0% | 0.8%
O=C(NCCOc1ccccc1Cl)C(=O)NCCOc1ccccc1Cl | 43.5%[activator] | -16.3% | 13.7% | 3.9% | -10.0% | 0.7% | 13.3% | -3.6% | -4.4%
CCOC(=O)c1cc2c(c(CCO)n1)[C@@H](CCO)N(S(=O)C(C)(C)C)C2 (some centres not stated) | 55.3%[activator] | ? | ? | -2.2% | 1.1% | -1.1% | -7.1% | -2.7% | -6.6%
O=C(C[n+]1ccc2ccccc2c1)c1ccccc1 | -0.7% | -10.0% | -10.3% | -7.1% | 1.2% | 14.8% | -8.6% | -13.1% | -1.3%
Cc1nnc(-c2ccc(N3CCOCC3)c([N+](=O)[O-])c2)o1 | 38.5% | nt | 2.4% | -4.2% | -4.7% | -1.3% | -24.3% | 0.7% | -5.8%
CC(C)CNC(=O)c1cc2nc(C3CC3)cc(C(F)(F)F)n2n1 | 32.4% | 6.6% | 18.8% | -6.7% | 7.2% | -2.1% | -16.1% | -8.1% | 5.3%

Screening data: PubChem, National Center for Advancing Translational Sciences (NCATS)
